Bioassay records: PubChem BioAssay, several laboratories
procasp3 activ = activators of human procaspase-3 D3A mutant, primary screen, biochemical, absorbance, PC-3 D3A mutant, single concentration; Caspase-3 (Homo sapiens), P42574; recombinant procaspase-3 D3A, Ac-DEVD-pNA absorbance 405 nm; activation, % at 8.5 µM; 0.11% of 330,000 active;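 active = activation above the mean of all tested compounds plus 3 SD, cut at about 21% in these data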;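 also: 0% = DMSO alone and 100% = DMSO wells spiked with extra 5 µM PC-3 D3A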
Target sequence (P42574 whole entry D9A/D28A/D175A): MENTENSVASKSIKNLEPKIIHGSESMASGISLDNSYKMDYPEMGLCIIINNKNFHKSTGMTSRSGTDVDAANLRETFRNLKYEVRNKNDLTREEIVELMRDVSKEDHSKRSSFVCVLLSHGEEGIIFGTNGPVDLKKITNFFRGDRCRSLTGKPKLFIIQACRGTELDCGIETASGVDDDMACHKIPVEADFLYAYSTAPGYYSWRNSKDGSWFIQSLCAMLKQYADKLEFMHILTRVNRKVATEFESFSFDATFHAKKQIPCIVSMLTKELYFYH
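material = Procaspase-3 D3A mutant | probe or stimulus = Ac-DEVD-pNA | compound = single dose, 8.5 µM nominal compound, 0.8% DMSO | timing = 1 h preincubation, 2 h reaction | measured by = 405 nm absorbance of p-nitroaniline, reads at 0 and 120 min | benchmarks = DMSO-only low control, 5 µM PC-3 D3A high control | repeats = singlicate, each compound tested once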
AGP1-GFP MLPCN = modulators of AGP1-GFP expression in yeast TOR pathway, primary screen, cell-based, multiplex flow cytometry, S. cerevisiae, MLPCN library. 0.02% of 320,000 active. 3 h; GFP as percent of DMSO wells. AID 2066, 2009. GFP response vs DMSO, % at 10 µM;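 active = GFP response relative to DMSO above a set limit, near screen average plus 3 SD, cut at about 150% in these data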;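 also: median GFP channel fluorescence of the gated AGP1 strain per well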
RPL19A-GFP yeast = RPL19A-GFP expression modulators in yeast, primary screen, cell-based, S. cerevisiae, multiplex flow cytometry, MLPCN; AID 2025, 2009; percent response vs DMSO, % at 10 µM; S. cerevisiae RPL19A-GFP strain, 3 h; active compounds read low; 0.3% of 330,000 active;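 active = percent response vs DMSO below 50%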;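 also: median channel GFP fluorescence of the barcoded RPL19A-GFP strain; ratio of sample median GFP to plate DMSO average so 100% = DMSO; lower means less RPL19A-GFP as with rapamycin TOR inhibition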
proCasp7 act = procaspase-7 activators, primary screen, counter-screen for procaspase-3 activator project, biochemical, absorbance, HTS, human. Caspase-7 (Homo sapiens), P55210. 0.093% of 330,000 active. recombinant procaspase-7, Ac-DEVD-pNA absorbance 405 nm; D23A/D198A/D206A triple mutant, cannot self-cleave; scale: DMSO 0, 5 µM enzyme 100. activation, % at 8.5 µM;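 active = percent activation above the screen-wide mean plus 3 SD, cut at about 25% in these data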
Target sequence (P55210 whole entry D23A/D198A/D206A): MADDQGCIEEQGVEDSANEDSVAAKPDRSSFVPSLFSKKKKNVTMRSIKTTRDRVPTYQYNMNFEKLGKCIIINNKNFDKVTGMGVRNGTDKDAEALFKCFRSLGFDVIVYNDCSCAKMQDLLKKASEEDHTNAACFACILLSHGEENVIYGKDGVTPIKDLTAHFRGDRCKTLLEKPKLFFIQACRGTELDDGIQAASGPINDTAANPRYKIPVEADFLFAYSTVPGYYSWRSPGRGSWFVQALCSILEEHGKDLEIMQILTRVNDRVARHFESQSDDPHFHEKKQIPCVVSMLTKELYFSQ
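Replicates: singlicate. Assay system: Procaspase-7 triple mutant (PC-7 D3A). Signal: 405 nm absorbance of p-nitroaniline. Times: 1 h preincubation, 2 h reaction. Buffer or medium: Zinc-free HEPES pH 7.4 with 300 mM NaCl, 0.01% Triton X-100. Also added: DEVD-pNA substrate. Benchmarks: DMSO wells as 0%, DMSO with 5 µM added PC-7 as 100%.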
LAP4-GFP MLPCN = modulators of LAP4-GFP expression in yeast, primary screen, S. cerevisiae, multiplex flow cytometry, MLPCN library; GFP response vs DMSO, % at 10 µM; 0.34% of 320,000 active; AID 2023, 2009; 3 h; median GFP as percent of DMSO wells;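 active = GFP response vs DMSO above a set limit, about the screen mean plus 3 SD, cut at about 150% in these data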
MEP2 TOR yeast = modulators of MEP2-GFP levels in yeast, primary screen, S. cerevisiae, multiplex flow cytometry, MLPCN library. AID 2016, 2009. GFP response vs DMSO, % at 10 µM. S. cerevisiae MEP2-GFP strain, 3 h; 100% = DMSO control level. 0.51% of 330,000 active;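 active = GFP response versus DMSO above a set limit, roughly screen mean plus 3 SD, cut at about 180% in these data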;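 also: median GFP fluorescence of the barcode-gated MEP2-GFP cells per well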
AHR activator = AHR activators, primary screen, cell-based, luminescence, luciferase reporter, human; activation, % at 5 µM; AHR-responsive luciferase reporter cells; Aryl hydrocarbon receptor (Homo sapiens), P35869; 2.5% of 320,000 active; in the data active = activation above about 47%;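 also: 0% = vehicle wells and 100% = reference agonist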
CIT2 TOR yeast = modulators of CIT2-GFP expression in yeast, primary screen, S. cerevisiae, GFP fusion, multiplex flow cytometry, MLPCN library; S. cerevisiae CIT2-GFP strain, 3 h; 100 means same as DMSO wells; GFP response vs DMSO, % at 10 µM; 0.065% of 320,000 active; AID 2029, 2009;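 active = GFP response relative to DMSO above a set limit, near the screen mean plus 3 SD, cut at about 150% in these data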;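 also: ratio of well median GFP fluorescence to mean of DMSO wells on the plate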
Numbers without * were called inactive; nt = not tested or not shown; & = joins results of further samples.

SMILES	procasp3 activ	AGP1-GFP MLPCN	RPL19A-GFP yeast	proCasp7 act	LAP4-GFP MLPCN	MEP2 TOR yeast	AHR activator	CIT2 TOR yeast
O=C(Nc1ccc(C(=O)N2CCOCC2)cc1)c1cc(-c2cccnc2)nc2ccc(Br)cc12	-2	95	102	4	97	106	1	95
CCOC(=O)c1c(S(=O)(=O)NCC(=O)N2CCN(c3ccc(F)cc3)CC2)c(C)n(C)c1C	2	97	99	-8	91	91	1	96
Cc1nnc(NC(=O)CSCc2ccccc2)s1	6	94	103	2	101	102	6	90
CCOC(=O)N1CCN(C(=O)c2ccc3c(c2)NC(=O)/C(=C/c2ccccc2)S3)CC1	0	110	105	-2	101	104	-3	113
CCN(Cc1ccccc1)C(=O)c1ccc(SC)cc1OC	-1	76	88	3	146	108	0	75
Cc1cc(C)n(C2=NS(=O)(=O)c3ccccc32)n1	6	101	89	8	108	92	7	89
COc1ccc(CCNS(=O)(=O)c2cc3c4c(c2)CC(=O)N4CCC3)cc1	0	101	100	13	97	104	0	102
CCc1cc(C(=O)OC)c(NC(=O)CCC(=O)O)s1	2	95	103	2	105	101	1	103
CC(NC(=O)/C(C#N)=C/c1cn[nH]c1-c1ccccc1)c1ccccc1 (stereo unspecified)	-3	104	100	-10	100	108	4	109
COc1cccc(Cn2c(N)c(C#N)c3nc4ccccc4nc32)c1OC	-3	103	102	-18	100	106	7	97
CC1(c2ccccc2)NC(=O)N(CC(=O)N(c2ccccc2)C2CCS(=O)(=O)C2)C1=O (stereo unspecified)	-2	102	100	-6	97	108	-2	107
O=C(c1ccc(F)cc1)c1c[nH]c(C(=O)NCc2ccco2)c1	2	105	103	0	100	100	1	105
CC(C)c1ccc(S(=O)(=O)N2CCN(C(=O)C3CCCC3)CC2)cc1	0	91	90	0	98	92	2	84
CC(=O)Nc1ccc2nc(CN3CCN(CC=C(C)C)C(CCO)C3)ccc2c1 (stereo unspecified)	2	111	108	3	108	111	1	103
Cc1ccc(-c2nc(NCCN(C)C)c3ccccc3n2)cc1	-3	96	101	2	97	109	43	105
COCc1cc(=O)[nH]c(SCCS(=O)(=O)c2ccc(C)cc2)n1	2	102	98	4	106	92	5	89
O=C1c2ccc3c4c(ccc(c24)C(=O)N1c1ccc2ccccc2c1)CC3	12	103	100	0	105	109	0	101
Cc1cc(C(=O)N/N=C/c2ccc(-c3ccc([N+](=O)[O-])cc3C)o2)n[nH]1	-3	107	106	6	99	111	17	112
Cc1ccccc1OCC(=O)NC(=S)Nc1ccccc1N1CCN(S(C)(=O)=O)CC1	-1	98	103	4	95	100	8	98
CC(OC(=O)Cc1n[nH]c(=O)c2ccccc12)C(=O)Nc1cc(Cl)cc(Cl)c1 (stereo unspecified)	1	104	98	4	97	115	5	102
CC(=O)c1ccc(OCC(O)CN2CCN(Cc3ccc4c(c3)OCO4)CC2)cc1 (stereo unspecified)	3&-3	100&107	100&101	5&4	95&99	104&103	-1&0	98&105
O=C(NCC1CCCO1)C(c1ccncc1)N(Cc1ccc(F)cc1)C(=O)CN1C(=O)c2ccccc2S1(=O)=O (stereo unspecified)	-1	102	104	7	103	113	-3	108
COc1ccc(C)cc1NC(=O)COC(=O)C1CCN(C(=O)c2ccc(Cl)cc2)CC1	-1	90	99	7	98	91	-2	79
COc1ccccc1C(=O)N1CCN(C(=O)c2oc3ccc(C)cc3c2C)CC1	1	87	101	-1	76	97	2	95
Cc1ccc(F)c(NC(=O)c2c(-c3ccccc3)noc2C)c1	-4	96	99	-2	100	113	7	109
N#Cc1ccc(C(CC(=O)O)N2Cc3ccccc3C2=O)cc1 (stereo unspecified)	21	98	98	2	91	98	2	100
CN(C(=O)COC(=O)C1CCN(S(=O)(=O)c2ccc3c(c2)OCCO3)CC1)c1ccccc1	6	106	102	6	103	107	1	102
CC(=O)c1ccc(N(C(=O)CNC(=O)c2ccco2)C(C(=O)NC2CCCC2)c2ccc(C)o2)cc1 (stereo unspecified)	-7	104	104	3	98	101	-1	106
CCN(c1ccccc1)S(=O)(=O)c1cccc(C(=O)NCC(c2cccs2)N2CCOCC2)c1 (stereo unspecified)	6	99	95	-3	97	97	4	92
C=CCN(C(=O)CSc1nc2ccsc2c(=O)n1Cc1ccccn1)c1ccccc1	-8	117	103	2	105	103	1	112
COc1ccc(C)cc1S(=O)(=O)NC1CC1	-2	101	106	-4	93	107	2	99
COc1ccc(N2C(=O)CC(Sc3nc4c(cc3C#N)CCC4)C2=O)cc1 (stereo unspecified)	-19	102	94	-20	93	99	-1	99
CCOC(=O)C1=C(C)N=C2SCCC(=O)N2C1c1ccc(OC)cc1 (stereo unspecified)	-5	103	102	-1	91	100	-1	85
C=CCN1C(=O)CN=C1Nc1ccc(F)cc1	6	102	104	4	94	96	0	106
NC(N)=Nc1nc2ccc(Br)cc2c(=O)[nH]1	7	111	105	2	103	99	10	112
Cc1ccc(Cl)cc1N1CCN(S(=O)(=O)c2c(C)[nH]c(C)c2C(=O)N2CCCCC2)CC1	11	104	102	4	99	97	20	105
CCCCCCSc1nc(O)c(C2OC(=O)c3c2ccc(OC)c3OC)c(=O)n1CC (stereo unspecified)	5	92	101	-1	96	93	0	98
Cc1ccccc1NC(=O)c1ccc(Cn2cc([N+](=O)[O-])cn2)o1	3	103	108	-1	103	112	14	110
O=c1oc2ccccc2cc1-c1nnc(-c2cccc(Br)c2)o1	-2	98	103	13	108	103	1	82
CC(=O)N1CSCC1C(=O)N1CCN(c2ccc(N3CCOCC3)nn2)CC1 (stereo unspecified)	4	102	99	3	106	108	0	96
CSc1cc(-c2ccc(Cl)cc2)c(C(=O)N2CCCC2)s1	-5	96	98	-2	95	98	4	95
CC(=O)c1ccc(OCc2cc(C(=O)N(C)Cc3ccccn3)no2)cc1	nt	110	131	nt	87	112	nt	119
O=C(/C=C\c1ccccc1)Nc1ccc(NC(=O)c2ccco2)cc1	-2	94	93	2	93	93	2	89
O=C(O)CC1COc2ccccc2N1C(=O)c1ccccc1Cl (stereo unspecified)	2	86	85	1	86	87	2	nt
COc1ccc(-c2nc3c(c(SCC(=O)N4CCOCC4)n2)COC(C)(C)C3)cc1	1	110	103	3	110	103	-2	103
Fc1ccc(C2CCCN2Cc2nc(Cc3ccccc3F)no2)cc1 (stereo unspecified)	1	110	100	0	106	102	2	117
CCOC(=O)c1c(NC(=O)C2Cc3ccccc3C(=O)O2)sc2c1CCCC2 (stereo unspecified)	0	99	95	1	103	96	1	97
CCOC(=O)c1ccc(NC(=O)Cn2nc(C)c3ccccc3c2=O)cc1	0	102	103	4	92	108	5	106
Cc1ccc(F)cc1NC(=O)CCc1c(C)nn(-c2ccc(N3CCCCC3)nn2)c1C	1	101	99	-5	107	104	6	100
Cc1nn(C)c(C)c1NS(=O)(=O)c1c(C)n[nH]c1C	-3	100	98	8	99	105	-2	105
CCN1CCN(C(c2cccs2)C(C)NC(=O)NC2CCCCC2)CC1 (stereo unspecified)	1	92	103	9	116	100	0	94
Cc1c(C(=O)Nc2ccncc2)sc2nc(-c3ccccc3)cn12	-1	90	97	3	96	101	-7	110
CCCCc1nc2ccccc2n1CC(=O)NN	-9	103	107	2	101	99	3	107
CCN1C(=O)[C@@H]2[C@@H](c3ccc(-c4ccc(F)cc4)c(OC)c3)N3CCCC[C@@]3(C(=O)OC)[C@@H]2C1=O	8	109	101	-1	107	106	3	105
COc1ccc(C2=NOC(C(=O)NCC(C)C)C2)cc1 (stereo unspecified)	2	101	100	0	102	104	8	97
COC(=O)COC(=O)c1ccc(-n2nnnc2SC)cc1	-1	99	96	-5	102	103	3	92
O=C(CC(NC(=O)c1ccccc1)c1ccccc1)Nc1ccc(F)c(F)c1 (stereo unspecified)	6	98	99	0	99	99	11	88
O=C(CCCN1C(=O)CCC1=O)Nc1ccc(Cl)c(C(F)(F)F)c1	2	110	107	-18	108	108	4	108
CCN(C[C@H]1N[C@@](CC)(C(=O)OC)[C@H]2C(=O)N(C)C(=O)[C@@H]12)S(=O)(=O)c1ccc(C)cc1	2	99	100	-4	89	95	-1	102
O=C(Cc1ccc(Cl)cc1)NCCN1CCCC1	8	98	98	7	92	100	0	99

Arranged by formula weight (low to high): 5 of the compounds above
SMILES	procasp3 activ	AGP1-GFP MLPCN	RPL19A-GFP yeast	proCasp7 act	LAP4-GFP MLPCN	MEP2 TOR yeast	AHR activator	CIT2 TOR yeast
CCCCc1nc2ccccc2n1CC(=O)NN	-9	103	107	2	101	99	3	107
COc1ccc(C2=NOC(C(=O)NCC(C)C)C2)cc1 (stereo unspecified)	2	101	100	0	102	104	8	97
COC(=O)COC(=O)c1ccc(-n2nnnc2SC)cc1	-1	99	96	-5	102	103	3	92
Cc1c(C(=O)Nc2ccncc2)sc2nc(-c3ccccc3)cn12	-1	90	97	3	96	101	-7	110
CCOC(=O)c1ccc(NC(=O)Cn2nc(C)c3ccccc3c2=O)cc1	0	102	103	4	92	108	5	106

Later entries:
SMILES	procasp3 activ	AGP1-GFP MLPCN	RPL19A-GFP yeast	proCasp7 act	LAP4-GFP MLPCN	MEP2 TOR yeast	AHR activator	CIT2 TOR yeast
CCn1c(SCC(=O)Nc2ccccc2F)nnc1-c1cnccn1	6	105	104	-5	100	104	9	108
CCN(CC(=O)Nc1ccc(S(=O)(=O)N2CCOCC2)cc1)Cc1ccccc1	1	87	90	-3	83	95	2	83
O=C(CSc1nc(-c2cccs2)cc(C(F)(F)F)n1)NCc1ccccc1	10	110	103	3	108	100	-1	107
CCc1ccc(C(=O)CN(C#N)c2nc(C)cc(C)n2)cc1	-4	101	108	-13	108	105	85*	97
O=c1[nH]c2ccc(S(=O)(=O)N3CCN(C4CCCCC4)CC3)cc2[nH]c1=O	6	107	98	-4	103	105	0	109
O=C(Nc1nc2ccccc2s1)C1CCN(C(=O)c2ccco2)CC1	3	102	106	14	93	107	6	105
Cc1ccc(Nc2nc3c([nH]2)c(=O)n(C)c(=O)n3C)cc1	2	100	99	4	103	96	34	101
CC(=O)Nc1cc(C(=O)N2CCCC2)ccc1S(=O)(=O)c1ccc(Cl)cc1	-5	108	103	-4	107	105	0	106
CCOC(=O)C1C(=O)NC(N2CCCCC2)=NC1c1ccco1 (stereo unspecified)	2	101	94	-4	92	99	3	95
Cc1nnc(NCc2ccncc2)c2ccccc12	-2	98	99	-9	95	100	31	103
COc1ccc(/C=N/NC(=O)COc2ccccc2-c2ccccc2)cc1	6	92	99	-7	108	98	-2	91
O=C1CSC(=S)N1/N=C/c1c(F)cccc1F	-15	107	104	-29	109	99	11	101
CS(=O)(=O)n1nc(-c2ccc(Cl)cc2)nc1SCc1ccccc1	11	96	99	8	101	105	12	97
COC(=O)CNC(=O)COC(=O)c1cc(F)c(F)cc1Cl	6	100	97	5	104	97	1	94
